# ssDAF12 agonist – activators of S. stercoralis DAF-12 nuclear receptor; AID 652126; activation, % at 6.8 µM; HEK293 ssDAF-12/GRIP1 lit1-tk-luc reporter, luminescence; % of 3 µM dafachronic acid response; 370,000 tested, 1% active;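 active = activation above the mean over all tested compounds plus 3 SD, cut at about 0.9% in these data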;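 note: 0% = DMSO-only wells and 100% = 3 µM delta7-dafachronic acid wells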
# DAX1 inh-1 – DAX1 (NR0B1) inhibition, primary screen; inhibition, % at 6.8 µM; HEK293T StAR-luciferase reporter, SF-1/DAX-1 repression relief; 370,000 tested, 1.1% active; AID 652010;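 active = inhibition above the mean over all tested compounds plus 3 SD, cut at about 3.6% in these data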;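 note: 0% = DAX-1 cells with DMSO and 100% = cells lacking DAX-1 with DMSO; higher inhibition means more luminescence from relief of DAX-1 repression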
# KLK7 zymogen act – activates the human kallikrein-7 zymogen | purified proKLK7, EDANS-DABCYL substrate fluorescence; 100% is mature enzyme control, 0% vehicle | P49862 | 370,000 tested, 0.9% active | activation, % at 7 µM;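 active = activation above the mean of all tested compounds plus 3 SD, computed per campaign excluding outliers beyond control limits, cut at about 13% in these data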
# SMARCA2 act – SMARCA2 function activation, primary screen; MG213 cells, MMTV-luciferase reporter, dexamethasone, overnight; 370,000 tested, 1% active; activation, % at 9.1 µM; in the data active = activation above about 7.8%;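 note: 0% = vehicle wells and 100% = reference activator wells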
# FXN GAA850 act – frataxin GAA850 promoter activation; HEK293 lucGAA850 FXN promoter luciferase reporter, 24 h; percent of 10 µM SAHA response; activation, % at 6 µM; 360,000 tested, 0.56% active; AID 540364;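 active = activation above the average of all compounds screened plus 3 SD, cutoff fixed separately per campaign, cut at about 7.5% in these data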;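 note: 0% = DMSO wells and 100% = 10 µM SAHA wells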
# DAX1 inh-2 – inhibits human nuclear receptor DAX1; P51843; HEK293 Gal4-DAX1 luciferase reporter, luminescence; inhibition, % at 6.75 µM; 340,000 tested, 0.99% active; AID 504766;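 active = inhibition above the mean over all tested compounds plus 3 SD, cut at about 4.2% in these data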;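 note: 0% = DAX1-transfected cells with DMSO and 100% = empty-vector control cells with DMSO; inhibition shows as a rise in luminescence from relieved DAX1 repression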
# hcDAF-12 act – activators of H. contortus DAF-12 nuclear receptor. HEK293 hcDAF-12 lit1-tk-luc reporter, luminescence; 0% DMSO, 100% Δ7-dafachronic acid. activation, % at 6.8 µM. AID 652067. 370,000 tested, 1.4% active;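 active = activation above the mean of all tested compounds plus 3 SD, cut at about 5.5% in these data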;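 note: 100% = response to 3 µM Δ7-dafachronic acid high control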
# sPLA2-III inh – Blocks human group III sPLA2 activity; inhibition, % at 12.2 µM; QFRET BODIPY PC-A2 liposome hydrolysis, fluorescence; Q9NZ20; 370,000 tested, 0.56% active;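 active = inhibition above mean plus 3 SD of compounds lying within the high and low control bounds, cut at about 19% in these data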;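 note: 0% = median of test compound wells and 100% = no enzyme DMSO wells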
# GC-A act – GC-A (human) enzyme activation | P16066 | HEK293 GC-A cells, cGMP TR-FRET, EC30 ANP; 0% at EC30 ANP, 100% saturating ANP | activation, % at 10 µM | 370,000 tested, 0.14% active; in the data active = activation above about 40%
# hgDAF12 agonist – agonists of H. glycines DAF-12 nuclear receptor; HEK293 GAL4-hgDAF12 UAS-luciferase reporter, agonist luminescence; normalized to butyrate control; activation, % at 6.8 µM; 370,000 tested, 1.8% active; AID 687014;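 active = activation above a cutoff set at the mean of all screened compounds plus 3 SD, cut at about 10% in these data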;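 note: 0% = DMSO wells and 100% = sodium butyrate wells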
# GC-B act – GC-B (human) receptor activation; P20594; HEK293-GC-B cells, CNP EC30, cGMP TR-FRET; 0% at EC30 CNP, 100% saturating CNP; activation, % at 10 µM; 370,000 tested, 0.11% active;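 active = activation at 10 µM reaching about 35% in either raw or pattern-adjusted values, limit read from the data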
# Target sequence (P20594 whole entry, looked up): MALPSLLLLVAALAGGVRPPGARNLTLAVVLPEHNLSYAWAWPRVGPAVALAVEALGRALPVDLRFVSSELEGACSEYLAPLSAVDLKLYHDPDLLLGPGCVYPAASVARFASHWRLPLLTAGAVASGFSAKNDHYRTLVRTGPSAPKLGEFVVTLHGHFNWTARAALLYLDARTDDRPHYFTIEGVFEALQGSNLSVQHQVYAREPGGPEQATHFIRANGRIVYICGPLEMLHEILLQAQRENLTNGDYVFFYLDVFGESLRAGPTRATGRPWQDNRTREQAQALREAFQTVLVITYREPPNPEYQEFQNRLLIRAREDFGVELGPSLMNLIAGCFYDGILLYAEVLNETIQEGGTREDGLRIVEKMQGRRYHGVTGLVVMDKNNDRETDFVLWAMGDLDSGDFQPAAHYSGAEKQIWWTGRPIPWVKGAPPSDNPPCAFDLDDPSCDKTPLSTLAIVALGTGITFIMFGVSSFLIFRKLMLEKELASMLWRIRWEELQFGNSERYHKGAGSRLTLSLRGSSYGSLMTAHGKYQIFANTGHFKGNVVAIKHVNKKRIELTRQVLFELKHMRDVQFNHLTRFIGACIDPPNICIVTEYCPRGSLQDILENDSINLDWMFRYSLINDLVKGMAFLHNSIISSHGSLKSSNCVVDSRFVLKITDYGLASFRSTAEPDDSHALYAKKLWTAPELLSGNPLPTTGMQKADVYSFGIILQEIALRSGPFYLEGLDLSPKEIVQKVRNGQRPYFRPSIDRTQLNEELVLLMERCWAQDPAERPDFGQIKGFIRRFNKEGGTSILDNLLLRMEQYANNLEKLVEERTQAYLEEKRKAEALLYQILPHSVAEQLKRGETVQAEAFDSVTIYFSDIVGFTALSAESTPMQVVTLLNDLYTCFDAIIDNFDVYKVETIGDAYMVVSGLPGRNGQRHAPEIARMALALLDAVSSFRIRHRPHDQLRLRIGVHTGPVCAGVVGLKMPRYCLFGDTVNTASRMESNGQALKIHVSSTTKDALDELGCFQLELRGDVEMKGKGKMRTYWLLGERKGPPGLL
# An asterisk follows results filed as active; nt = no result given.
SMILES,ssDAF12 agonist,DAX1 inh-1,KLK7 zymogen act,SMARCA2 act,FXN GAA850 act,DAX1 inh-2,hcDAF-12 act,sPLA2-III inh,GC-A act,hgDAF12 agonist,GC-B act
O=C(Oc1ccc(-c2nccc(-c3ccccn3)n2)cc1)c1cccc(C(F)(F)F)c1,-0.6,-0.2,0.2,1,-2.0,1.7,-0.3,5,3,-0.1,-5
CN1CCN(C(=O)C2=C[C@@H](C3CCCCC3)C[C@@H](OCc3ccc(CO)cc3)O2)CC1,-1.2,0.1,-0.2,0,2.0,-0.1,-0.2,-8,2,1.2,3
CCN1C(=O)c2cccc3c(S(=O)(=O)N4CCCC4C(=O)O)ccc1c23 (stereo unspecified),-0.9,-0.6,37*,-2,0.9,0.2,-0.8,-1,0,0.2,4
CC(O)[C@H]1CNC(=O)C(=O)N1CCc1cccc(F)c1 (stereo partly specified),-1.2,-0.2,-0.1,1,0.6,0.6,0.2,1,2,-0.5,8
COc1ccc(CCNC(=S)c2ccccc2)cc1OC,-1.7,-1.4,-0.4,-7,-0.7,-2.9,-3.2,3,1,-6.8,5
Nc1c(Cl)c(Cl)nc(C(=O)OCC(=O)NC2CCCCC2)c1Cl,-0.3,-1.0,-0.8,-1,0.6,0.5,2.2,1,2,0.5,-4
Cn1c(Cc2ccccc2)nnc1SCC(=O)Nc1ccc2c(c1)OCO2,-0.7,-1.0,-0.4,0,-1.2,-0.9,-1.5,0,-2,-2.4,-2
COc1ccccc1NC(=S)NC1CCC(CC2CCC(NC(=S)Nc3ccccc3OC)CC2)CC1 (stereo unspecified),-1.6,-0.1,-0.8,-2,2.3,0.0,-0.3,-6,2,4.1,7
CN(C)S(=O)(=O)c1ccc(C(=O)NCc2nnc(SCC(=O)NCc3ccco3)o2)cc1,-0.6,1.9,0.2,-1,0.0,0.2,0.1,-1,6,0.8,6
O=C(c1c(F)cccc1F)N(Cc1ccccc1)Cc1ccccc1,-1.6,-0.2,0.5,-1,0.3,-0.9,-3.8,4,-9,-0.7,-2
O=[N+]([O-])c1ccc2[nH]c3c(c2c1)CCCC3,-1.9,-1.0,0.6,1,-3.9,-1.9,-3.9,-11,2,-8.3,-1
COc1cc(C2NC(=S)NC(C)=C2C(=O)Nc2ccc(C)cc2)ccc1O (stereo unspecified),0.1,1.7,-0.1,7,3.7,1.6,3.1,7,3,11*,6
Cc1ccc[n+](CC(=O)N2CCCc3ccccc32)c1,-1.1,-0.3,0.5,-2,-1.7,0.7,1.8,3,-2,-1.4,-1
CCC(CC)NC(=O)Nc1ccc(C)cc1,-1.4,-0.2,0.6,4,0.0,1.6,-1.2,2,2,1.7,8
Cc1nc(Br)c(Br)c(C)c1Br,-0.9,-0.5,-0.2,-2,-0.1,0.3,-0.5,0,-1,1.6,1
CCCCCc1ccc(-c2cn(CCc3c[nH]c4ccccc34)nn2)cc1,-1.1,0.4,0.2,-2,-0.2,0.7,0.5,-15,-3,-1.8,3
CCOC(=O)c1cc(S(=O)(=O)NCc2ccc3c(c2)OCO3)cn1C,-1.0,0.0,-0.2,-2,0.2,-0.1,-0.5,-3,7,-0.4,-3
CCCn1c(=O)c(C#N)cn(C2CC2)c1=O,-0.8,-0.7,0.1,-4,0.5,-0.7,-0.3,4,-3,1.6,8
NNC(=S)Nc1ccc(S(=O)(=O)N2CCCCC2)cc1,-1.7,0.2,-0.3,3,0.7,-0.5,0.4,-5,7,-0.9,1
COc1ccccc1CNCC(=O)Nc1cc(S(=O)(=O)N2CCCCC2)ccc1C,-1.3,-0.9,-0.2,1,-1.6,-0.3,-0.4,4,-5,-0.7,0

# Structural class: those above containing an aryl thioether with sulfur outside any ring.
SMILES,ssDAF12 agonist,DAX1 inh-1,KLK7 zymogen act,SMARCA2 act,FXN GAA850 act,DAX1 inh-2,hcDAF-12 act,sPLA2-III inh,GC-A act,hgDAF12 agonist,GC-B act
Cn1c(Cc2ccccc2)nnc1SCC(=O)Nc1ccc2c(c1)OCO2,-0.7,-1.0,-0.4,0,-1.2,-0.9,-1.5,0,-2,-2.4,-2
CN(C)S(=O)(=O)c1ccc(C(=O)NCc2nnc(SCC(=O)NCc3ccco3)o2)cc1,-0.6,1.9,0.2,-1,0.0,0.2,0.1,-1,6,0.8,6

# (list continues)
SMILES,ssDAF12 agonist,DAX1 inh-1,KLK7 zymogen act,SMARCA2 act,FXN GAA850 act,DAX1 inh-2,hcDAF-12 act,sPLA2-III inh,GC-A act,hgDAF12 agonist,GC-B act
O=C(O)/C=C(/c1ccccc1)C(F)(F)F,-1.1,-0.8,-0.6,-3,1.3,-0.1,-0.4,11,0,0.3,3
CCCNC(=O)CC(NS(=O)(=O)c1ccc(Cl)cc1)c1ccco1 (stereo unspecified),-0.6,0.2,-0.1,-1,1.9,0.4,-0.1,11,-1,0.2,0
O=C(NCC1CCCO1)c1cc(NS(=O)(=O)c2cccs2)cc(NS(=O)(=O)c2cccs2)c1 (stereo unspecified),-0.7,0.0,0.2,3,0.1,-0.3,-0.9,0,2,-1.9,3
Cc1ccc(C(=O)c2ccccc2C(=O)OCC(=O)NCCc2ccccc2)cc1,-1.3,-0.7,0.5,-2,-0.3,0.9,-4.2,-10,-8,-0.8,-7
O=C1NC2(CCCCCC2)C(=O)N1Cc1ccc([N+](=O)[O-])cc1,-1.8,-0.5,0.4,2,1.1,-0.2,-1.9,-9,-2,-2.0,4
CCc1ccc(OCC2NCCc3cc(OC)c(OC)cc32)cc1 (stereo unspecified),-1.3,0.3,12,-1,0.1,0.2,-1.2,-4,3,-0.2,-2
O=C(Nc1ccc2c(c1)OCO2)C1COc2ccccc2O1 (stereo unspecified),0.2,0.6,-0.7,2,4.5,0.6,4.2,2,1,8.2,-2
NC(=O)NC(c1ccc(Cl)cc1)c1ccccc1Cl (stereo unspecified),-1.3,-0.2,0.4,-2,-0.3,2.0,-1.0,0,-8,-0.6,1
COc1ccc(/C=N/NC(=O)c2ccncc2)c(OC)c1,-1.0,0.1,-2.2,-2,1.1,0.1,2.7,5,-3,-0.7,2
O=C(Cc1ccc(F)cc1)NCCc1cnc[nH]1,-1.1,0.2,0.3,0,-0.2,0.4,-1.6,-4,-3,-1.8,3
O=C(c1cccc(NS(=O)(=O)c2ccc(Br)cc2)c1)N1CCCCC1,-1.3,-0.1,-0.1,-2,-0.8,0.9,1.1,-8,7,0.3,9
COc1cc(/C=N\NC(=O)c2nonc2N)c(OC)cc1Br,-0.5,-0.1,163*,-2,-2.4,1.5,0.0,4,-3,4.1,-5
Cc1ccc(CS/C(Nc2ccccc2C)=C(\C#N)C(N)=O)c(C)c1,-1.1,-0.6,-0.7,5,4.8,-0.3,-0.4,-10,-31,-2.9,-12
CCC(C)(C)NC(=O)CN(Cc1ccc2c(c1)OCO2)C(=O)CCC(=O)Nc1nccs1,-1.4,-0.3,-0.4,-3,2.3,0.8,-0.7,-7,-8,0.8,-7
CC1(C(=O)NS(=O)(=O)c2ccc(Br)cc2)CCN1C(=O)C1(c2ccccc2)CC1 (stereo unspecified),-1.3,-0.4,-0.2,-4,-1.2,nt,-1.3,8,4,-2.8,5
CC1(C)Cc2c(sc(NC(=O)C(=O)NCCCN3CCOCC3)c2C#N)CO1,-1.4,-0.5,-0.8,-3,1.6,1.2,-0.1,1,0,1.5,-6
CC(C)c1cccc(C(C)C)c1OCCCCCN1CCOCC1,-1.4,0.1,0.1,4,2.8,nt,0.1,-5,-8,-1.0,-1
Cc1nc(SCc2ccccc2)nc2c1CCC2,-0.2,3.0,-0.1,3,7.2,2.2,-0.1,-3,0,11*,-4
CCOc1ccccc1NC(=O)N1CCCN(c2ncccc2C#N)CC1,-1.0,0.2,-0.4,-3,-2.2,-1.9,-3.5,3,-15,0.7,-8
O=C(CN1C2CCC1CC(NC(=O)NC1CCCCC1)C2)NC1CC1 (stereo unspecified),-0.9,1.4,0.0,2,-2.5,-0.7,3.5,6,3,-1.3,-9
Cc1cccc(-n2nc([N+](=O)[O-])c(=NCc3cccnc3)n2O)c1,-0.4,-0.8,0.3,3,1.4,0.1,-1.6,-5,-2,-0.5,-1
Cn1ccc2c(N(Cc3ccccc3)Cc3ccccc3)cc3c(c21)C1CCC3C1 (stereo unspecified),-1.4,-2.4,-0.4,-4,nt,nt,-1.0,-1,1,-2.3,-8
O=C(NCc1ccccc1)NC(=O)c1ccncc1,-1.6,-0.9,-0.9,-1,-1.6,0.1,-2.3,2,2,-0.5,1
COC(=O)C1CCN(C2CN(Cc3ccc([N+](=O)[O-])cc3)S(=O)(=O)C2)CC1 (stereo unspecified),-1.4,-1.0,0.0,-3,nt,nt,-0.8,-3,-1,-2.3,-2
O=C(N/N=C/c1ccc(O)cc1)c1cncc(Br)c1,-1.1,0.0,0.1,2,3.4,2.9,2.6,-7,-3,9.1,0
CC(C)(C)S(=O)(=O)c1cnc(N2CCCCC2)nc1N,-1.7,0.7,-0.1,0,1.0,0.3,0.1,-3,3,1.2,-3
COc1ccc(-c2csc(NC(=O)CCN3C(=O)C4CC=CCC4C3=O)n2)cc1OC (stereo unspecified),-1.3,-1.8,0.4,-2,0.5,-0.6,-1.7,-2,4,-1.8,-2
CCc1ccc(C(O)(CNCc2ccccc2)c2ccccc2)cc1 (stereo unspecified),-0.8,-0.2,0.7,-4,-2.5,-0.6,2.5,-7,-60,0.8,-10
COc1ccc(N2C(=O)CC(Nc3cccc([N+](=O)[O-])c3)C2=O)cc1 (stereo unspecified),-1.1,0.0,0.3,3,1.8,-0.3,-0.8,-1,-2,-1.1,-2
CCCCC(=O)Nc1ccc(NC(=S)NC(=O)c2cccs2)cc1OC,-0.7,-0.3,0.5,0,-0.7,0.0,2.3,15,-1,5.6,0
Cc1[nH]c2ccccc2c1SCCN,-0.8,-1.2,1.0,6,-0.8,1.2,2.1,-3,3,-0.8,0
Cc1ccc(NC(=O)CC2Nc3ccccc3NC2=O)cc1Cl (stereo unspecified),-0.7,-0.9,-2.6,3,0.1,-1.9,1.1,-7,-1,0.4,-5
C[C@H](O)[C@@]1(O)CC[C@H]2[C@@H]3CC[C@@H]4C[C@H](O)CC[C@]4(C)[C@H]3CC[C@@]21C,-1.1,1.4,0.2,-2,-0.9,2.1,0.8,-2,0,0.1,-2
Cc1ccccc1N(C(=O)c1snc(C(N)=O)c1N)C(C(=O)NC1CCCCC1)c1ccc(O)cc1 (stereo unspecified),-1.3,-0.4,-34,0,3.0,-1.0,-1.0,-26,-18,-0.8,-7
COCCn1c(NCc2ccccc2)nc2c1c(=O)[nH]c(=O)n2C,-1.5,0.9,0.1,-1,1.8,-0.1,-0.1,1,-2,-2.9,-1
CCOc1ccc(NC(=O)c2ccc(F)c(S(=O)(=O)N3CCN(c4ccccn4)CC3)c2)cc1,-1.5,-2.1,0.1,-4,-2.4,-2.5,-2.6,1,3,-0.2,-1
Cc1cccc(CSCCNC(=O)COc2ccc(Cl)cc2)c1,-1.2,-0.2,0.4,-2,1.7,-0.2,0.3,-1,-3,-2.3,-6
